PPARg SRC-2 ag – agonists of PPARg-SRC-2 recruitment, primary screen, biochemical, HTS | Peroxisome proliferator-activated receptor gamma (Homo sapiens), P37231 | PPARgamma LBD-SRC-2 recruitment | activation, % at 8 µM | 200,000 tested, 0.34% active; in the data active = activation above about 22%;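 note: 0% = vehicle and 100% = reference agonist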
Target sequence (P37231 whole entry, looked up, the tested form may be a part): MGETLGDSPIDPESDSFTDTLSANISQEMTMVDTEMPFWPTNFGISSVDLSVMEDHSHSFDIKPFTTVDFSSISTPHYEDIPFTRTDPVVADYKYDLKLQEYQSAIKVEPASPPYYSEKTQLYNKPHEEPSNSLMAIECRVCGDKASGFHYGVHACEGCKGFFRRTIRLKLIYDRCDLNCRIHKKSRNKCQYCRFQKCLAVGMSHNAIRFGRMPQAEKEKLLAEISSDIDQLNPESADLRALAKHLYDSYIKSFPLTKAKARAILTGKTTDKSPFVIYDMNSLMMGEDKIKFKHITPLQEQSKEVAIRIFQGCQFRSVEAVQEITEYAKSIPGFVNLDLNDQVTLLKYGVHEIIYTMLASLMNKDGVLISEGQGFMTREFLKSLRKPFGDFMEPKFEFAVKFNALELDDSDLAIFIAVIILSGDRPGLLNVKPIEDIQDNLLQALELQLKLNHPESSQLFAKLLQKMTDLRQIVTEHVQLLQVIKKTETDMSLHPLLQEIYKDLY
bIAP act – bovine intestinal alkaline phosphatase activators, primary screen, biochemical, bovine IAP, CDP-star luminescence; alkaline phosphatase, intestinal [Bos taurus]; purified bovine IAP, 30 min; active compounds read high; fold of DMSO-control signal, blank-subtracted; activation factor at 20 µM; 200,000 tested, 0.17% active; AID 1016, 2008;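 active = activation factor of 2 or more at 20 µM, a signal rise over negative controls twice the positive control's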
TNAP inh hiacc – human TNAP enzyme inhibitors, primary screen, biochemical, luminescent, high phosphate acceptor level, uHTS; AID 1135, 2008; 200,000 tested, 0.03% active; inhibition, % at 20 µM; purified TNAP, CDP-star luminescence, 1 M DEA; Alkaline phosphatase, tissue-nonspecific isozyme (Homo sapiens), P05186;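 active = over 50% inhibition of tissue-nonspecific alkaline phosphatase at 20 µM in the single-dose screen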;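 note: plate controls were DMSO wells for no effect and EDTA-quenched wells as full inhibition for full effect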
Target sequence (P05186 whole entry, looked up): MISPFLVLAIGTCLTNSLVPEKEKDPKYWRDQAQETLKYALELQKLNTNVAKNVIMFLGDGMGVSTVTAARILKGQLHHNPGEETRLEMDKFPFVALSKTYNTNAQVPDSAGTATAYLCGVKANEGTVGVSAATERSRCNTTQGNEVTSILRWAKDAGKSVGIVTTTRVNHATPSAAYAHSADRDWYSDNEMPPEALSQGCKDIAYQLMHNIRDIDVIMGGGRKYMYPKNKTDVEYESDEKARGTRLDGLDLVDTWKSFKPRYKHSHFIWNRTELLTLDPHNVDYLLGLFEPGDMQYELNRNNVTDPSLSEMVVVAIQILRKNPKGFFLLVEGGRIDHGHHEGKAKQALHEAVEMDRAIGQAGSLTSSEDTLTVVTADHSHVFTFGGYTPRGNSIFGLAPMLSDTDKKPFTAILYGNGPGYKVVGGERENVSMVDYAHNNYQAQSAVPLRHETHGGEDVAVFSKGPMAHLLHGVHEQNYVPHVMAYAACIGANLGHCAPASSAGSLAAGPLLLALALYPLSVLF
TR-FRET SRC-2 ct – TR-FRET signal artefacts, primary screen, artefact control for PPARgamma SRC-2 agonist project, biochemical; TR-FRET artefact counter-screen; active compounds read high; 200,000 tested, 0.4% active; TR-FRET ratio at 8 µM; AID 1049, 2008; in the data active = TR-FRET ratio above about 2000; note: inactives centre near 1500
bIAP inhibitor – bovine intestinal alkaline phosphatase inhibitors, primary screen, selectivity assay for TNAP inhibitor project, biochemical, bovine IAP, CDP-star luminescence. alkaline phosphatase, intestinal [Bos taurus]. inhibition, % at 20 µM. purified bovine IAP, 30 min. AID 1019, 2008. 190,000 tested, under 10 active;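 active = over 50% inhibition of intestinal alkaline phosphatase at 20 µM in the single-dose screen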
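Assay system: bovine IAP enzyme; medium: DEA buffer 100 mM, pH 9.8, with MgCl2 1.0 mM, ZnCl2 0.02 mM; doses: 20 µM single dose; incubation: enzyme reaction for 30 min at room temperature; detection: CDP-star luminescence signal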
PPARg SRC-3 ag – PPARgamma agonists recruiting SRC-3 coactivator, primary screen, biochemical; Peroxisome proliferator-activated receptor gamma (Homo sapiens), P37231; biochemical PPARgamma/SRC-3 coactivator recruitment assay; activation, % at 8 µM; 200,000 tested, 0.26% active; AID 731, 2007; in the data active = activation above about 23%;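 note: 0% = DMSO and 100% = reference agonist; some compounds past the cut are filed as inactive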
PPARg SRC1 recr – PPARgamma agonists recruiting SRC-1 coactivator, primary screen, biochemical; Peroxisome proliferator-activated receptor gamma (Homo sapiens), P37231; PPARgamma-SRC-1 coactivator recruitment biochemical assay; activation, % at 8 µM; 200,000 tested, 0.41% active; AID 631, 2007; in the data active = activation above about 19%;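 note: 0% = DMSO and 100% = reference agonist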
HMGR II inh – inhibitors of E. faecalis class II HMGR, primary screen, biochemical, Enterococcus faecalis | HMG-CoA reductase (Enterococcus faecalis, mvaE) | purified E. faecalis HMGR, NADPH absorbance 340 nm kinetic | inhibition, % at 10 µM | 190,000 tested, 0.41% active;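 active = inhibition above a set limit, the median over all tested compounds plus 3 SD, cut at about 9.5% in these data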;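 note: enzyme runs in reverse so mevalonate oxidation gives rising NADPH absorbance; 0% = complete reaction with DMSO and 100% = background rate lacking mevalonate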
TNAP act hiacc – TNAP activators at high phosphate acceptor level, primary screen, biochemical, luminescence, uHTS; Alkaline phosphatase, tissue-nonspecific isozyme (Homo sapiens), P05186; purified TNAP, CDP-star luminescence, 1 M DEA, 30 min; active compounds read high; 0 = EDTA background, 1 = DMSO-only activity; activation factor at 20 µM; 200,000 tested, under 10 active;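 active = activation factor at least 2 at 20 µM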
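Control set: EDTA negative control, DMSO positive control / Assay system: human TNAP / Quantity: TNAP 1/800 final / Evaluation: TNAP activation factor scaled between EDTA and DMSO control wells / Measured by: luminescent substrate turnover signal / Compound dosing: one dose, 20 µM / Times: 30 min enzyme reaction at room temperature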
TNAP inh no acc – human TNAP enzyme inhibitors, primary screen, biochemical, luminescent, no phosphate acceptor, uHTS; Alkaline phosphatase, tissue-nonspecific isozyme (Homo sapiens), P05186; purified TNAP, CDP-star luminescence, 30 min; inhibition, % at 20 µM; 200,000 tested, 0.26% active;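 active = tissue-nonspecific alkaline phosphatase inhibition above about 50% at 20 µM in the single-dose screen, limit read from the data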;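 note: 0% = DMSO negative control and 100% = EDTA positive control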
* hit, by the source's call; / = no result given.

SMILES	PPARg SRC-2 ag	bIAP act	TNAP inh hiacc	TR-FRET SRC-2 ct	bIAP inhibitor	PPARg SRC-3 ag	PPARg SRC1 recr	HMGR II inh	TNAP act hiacc	TNAP inh no acc
C=C(C)CNC(=S)Nc1nc2c(cc1C(=O)OCC)CCCC2	7	0.9	1	1576	10	0	3	-1	1	-1
O=C1CC(c2cccc(F)c2)c2c(c3ccccc3[nH]c2=O)O1 (stereo not given)	3	1.1	-4	1690	-6	3	2	-4	1	-14
Nc1nc(N2CCN(C(=O)c3ccco3)CC2)nc2ccccc12	3	1.1	0	1645	-13	2	1	-9	1	-9
O=C(CSCc1ccc(Cl)cc1)N1CCN(Cc2ccc3c(c2)OCO3)CC1	6	1	2	1737	0	-4	-1	-10	1	-2
O=C(NCc1ccc2c(c1)OCO2)c1ccc(S(=O)(=O)C(F)F)cc1	3	1	-1	1737	-1	6	10	-8	1	-5
O=C(NNC1=NS(=O)(=O)c2ccccc21)c1ccccc1Cl	4	1	-1	1466	-2	1	-5	1	1	-1
Cc1ccc(S(=O)(=O)N(Cc2ccccc2)c2ccccc2C(=O)NCc2cccnc2)cc1	-8	1.1	3	1496	-6	-2	-3	1	1	0
CCc1ccc2oc(C(=O)Nc3ccc(S(N)(=O)=O)cc3)c(C)c2c1	8	0.9	-2	1875	7	3	1	-2	1	-7
CCOC(=O)C1=C(CSc2nccn2C)NC(=O)NC1c1ccc(OC)cc1 (stereo not given)	-3	1	0	1437	-3	-10	-2	-5	1	7
Cc1cccc(NC(=S)N/N=C/c2c[nH]c3ccccc23)c1	-1	0.8	0	1464	16	3	2	1	1	-6
O=C(CCc1ccc(S(=O)(=O)NCCc2ccccc2)cc1)NCc1ccco1	7	1	3	1646	0	1	3	-2	1	-4
Cn1c(SCc2ccccc2F)nc2cccnc21	9	0.9	-1	1511	12	1	8	-1	1	-10
O=C(COC(=O)c1cccnc1)c1ccc(Cl)c(Cl)c1	13	0.9	2	1697	8	11	11	-28	1	0
c1ccc(Cn2c(-c3cccs3)nc3nc4ccccc4nc32)cc1	5	1	-6	1484	-1	8	1	1	1.1	-8
CC(=O)N1CCc2cc(C(=O)CN3CCN(c4cccc(Cl)c4)CC3)ccc21	10	1	-9	1634	-2	3	5	2	1.1	-13
Cn1cc([N+](=O)[O-])c(C(=O)NNC(=O)c2ccc([N+](=O)[O-])cc2)n1	2	1	1	1811	2	-3	-3	-2	1	-3
Cc1ccc(C)c(OCC(=O)N/N=C/c2c(C)nn(-c3ccccc3)c2Cl)c1C	2	0.9	0	1532	7	-4	1	3	1	20
CCCCNC(=S)NNC(=O)c1cc(C)on1	-4	1.3	-7	1576	-32	-4	0	-2	1.1	-26
CC(=O)C1=C(C)NC(=O)NC1c1ccc(Cl)cc1 (stereo not given)	3	1	-6	1469	0	6	-4	2	1.1	-18
CCOc1[nH]n(-c2ccc(Cl)cc2)c(=O)c1C=Nc1ccc(C)cc1	6	0.9	-3	1694	12	-2	8	-4	1	-18

Exported with two lines to a compound: part of the list above.
Second line of a record – PPARg SRC-2 ag | bIAP act | TNAP inh hiacc | TR-FRET SRC-2 ct | bIAP inhibitor | PPARg SRC-3 ag | PPARg SRC1 recr | HMGR II inh | TNAP act hiacc | TNAP inh no acc
Cc1cccc(NC(=S)N/N=C/c2c[nH]c3ccccc23)c1
 : -1 | 0.8 | 0 | 1464 | 16 | 3 | 2 | 1 | 1 | -6
O=C(CCc1ccc(S(=O)(=O)NCCc2ccccc2)cc1)NCc1ccco1
 : 7 | 1 | 3 | 1646 | 0 | 1 | 3 | -2 | 1 | -4
Cn1c(SCc2ccccc2F)nc2cccnc21
 : 9 | 0.9 | -1 | 1511 | 12 | 1 | 8 | -1 | 1 | -10

New compounds follow
SMILES	PPARg SRC-2 ag	bIAP act	TNAP inh hiacc	TR-FRET SRC-2 ct	bIAP inhibitor	PPARg SRC-3 ag	PPARg SRC1 recr	HMGR II inh	TNAP act hiacc	TNAP inh no acc
O=[N+]([O-])c1ccc(N=Nc2ccc(O)cc2O)cc1	-6	0.5	46	1470	/	-9	5	-1	0.5	40
COCCn1c(NCc2ccccc2)nc2c1c(=O)[nH]c(=O)n2C	4	0.9	-5	1590	6	-3	-2	3	1.1	-6
NC(=O)c1ccccc1NC(=O)/C=C/c1ccc(Cl)cc1	2	0.7	-6	1385	27	1	3	-8	1.1	-12
N#Cc1ncc(C(F)(F)F)cc1Sc1ccccc1N	12	0.9	-2	1564	8	6	6	-1	1	-6
O=C(NC1CCCCC1)C1CCN(S(=O)(=O)c2cccc3cccnc23)CC1	8	1.1	0	1391	-6	7	2	-9	1	-5
CCCC(C)(C)NC(=O)CCCCC(=O)NC(C)(C)CCC	-1	1.1	-3	1489	-9	2	4	-2	1	-11
O=C(CCCn1c(SCC(=O)NC2CCCCC2)nc2ccccc2c1=O)NCC1CCCO1 (stereo not given)	3	1.1	-2	1347	-7	11	2	-1	1	-2
COc1ccc(CCN2CC(C(=O)NCc3ccco3)CC2=O)cc1OC (stereo not given)	7	1	-3	1623	1	-1	2	-4	1	7
O=C(O)C1CN(c2ncccc2[N+](=O)[O-])C1	5	0.9	-2	1680	15	0	1	-6	1	-2
Cc1ccc(OC(C)C(=O)O)cc1C (stereo not given)	-3	1	3	1508	1	-18	3	-6	1	-2
O=C(CN1C(=O)CCSc2ccccc21)Nc1ccc2c(c1)OCCO2	-3	0.9	-3	1602	6	-13	1	-6	1	-5
O=C(CN1C(=O)c2cccc3cccc(c23)C1=O)N1CCCCC1	5	0.9	-5	1719	13	6	3	-4	1.1	-9
O=C(O)c1ccc(-c2ccc(Cl)cc2Cl)o1	-4	0.9	-3	1250	11	1	-1	4	1	-24
Cc1ccc(/C=N/N2CCN(Cc3ccccc3)CC2)cc1	4	1.2	-3	1682	-15	-1	3	2	1	1
CCOC(=O)CS(=O)(=O)c1nc(-c2ccccc2)cc(C(F)(F)F)n1	2	1	-6	1740	4	11	6	-4	1.1	-5
COc1ccc(NS(=O)(=O)c2csc(C(=O)Nc3ccccc3)c2)cc1	-4	1	-1	1631	3	2	-1	0	1	-3
CCOc1ccc(S(=O)(=O)N(C)CCO)cc1-c1nc2c(C(C)(C)C)nn(C)c2c(=O)[nH]1	0	1	-1	1568	-2	8	-2	25*	1	-3
Cc1ccc2[nH]c3c(=O)n(CCCN4CCN(C)CC4)cnc3c2c1	1	1	4	1674	1	-4	4	-3	1	-5
Cc1ccc(-c2ccc(/C=N/n3cnnc3)o2)cc1Cl	5	0.8	-4	1535	16	11	-1	-3	1	-10
O=C(CN(c1ccc(F)cc1)S(=O)(=O)c1ccc2c(c1)OCCO2)NCc1ccncc1	16	1	-2	1411	1	3	4	2	1	-7
Cc1cc(C)n(-c2nnc(C)n2/N=C/c2ccco2)n1	7	0.9	-8	1569	6	-6	-2	-2	1.1	-17
COc1ccc(C(=O)NC(C(=O)NCC2CCCO2)C(C)C)cc1 (stereo not given)	-9	1.2	3	1560	-22	-3	0	-6	1	4
Cc1ccc(C2=NNC(C(O)C(O)C(O)C(C)O)S2)cc1 (stereo not given)	2	1	1	1370	5	-8	-5	-3	1	-16
CCC(c1nnc(SCC(=O)NCCc2ccc(Cl)cc2Cl)o1)N(C)C (stereo not given)	-8	1.1	-7	1446	-13	1	-5	2	1.1	-14
O=C(Cc1c(Cl)cccc1Cl)NCCc1ccc(Cl)cc1	0	0.9	4	1411	6	4	7	0	1	-10
O=C(CN1CCCC1)NC12CC3CC(CC(C3)C1)C2	-11	0.9	-2	1494	6	5	-3	-6	1	-3
COc1cccc(N/C(N)=N/c2nc(CSc3ccccn3)cc(=O)[nH]2)c1	1	0.9	-2	1675	10	3	6	-9	1	-8
Cc1cc(Nc2ccccc2)c2c([N+](=O)[O-])c(C)cc(C)c2n1	3	0.9	-2	1551	11	-6	5	1	1	-7
O=[N+]([O-])c1ccc(COc2ccc(-c3[nH]ncc3-c3ccc(Cl)cc3)c(O)c2)cc1	1	1.2	9	1537	-22	-4	-5	-10	0.9	-61
CCOc1ccccc1NC(=O)C(OC(=O)c1cc(C)oc1C)c1ccccc1 (stereo not given)	-8	0.6	0	1368	44	-5	-4	-8	1	-4
CCN(C(=O)COc1ncnc2ccc(Br)cc12)C1CCS(=O)(=O)C1 (stereo not given)	3	1	-6	1544	4	-2	0	-7	1.1	8
Nc1cc([N+](=O)[O-])ccc1Nc1ccccc1	-2	0.6	15	1625	38	-4	7	4	0.8	14
CC1(C)CC(=O)C(C=N)=C(O)C1	-9	0.9	-9	1608	9	2	-7	3	1.1	-13
COc1ccc(Cc2nc(-c3cccc(C)c3)no2)cc1	7	0.8	0	1825	19	11	0	2	1	-8
CCOCCCNC(=O)CNC(=S)N(Cc1ccc(C)cc1)Cc1ccco1	0	1.2	0	1654	-20	3	1	-2	1	-21
NC(=S)NNc1cccc2cccnc12	-4	0.5	19	1412	46	2	-2	-7	0.8	38
O=C(O)CCSc1ccccn1	11	0.9	-5	1728	14	2	4	-5	1	-12
CCCCNC(=O)C1CCN(S(=O)(=O)c2cnc[nH]2)CC1	-3	1	0	1281	1	-6	-3	-5	1	-9
Cc1ccc(N(CC(N)=O)C2SC(=O)N(Cc3cccc(C(=O)O)c3)C2=O)cc1 (stereo not given)	1	0.9	-1	1723	10	4	8	1	1	-12
CN(C)C(=O)COC(=O)c1cc(Cl)cc(Cl)c1N	-8	1	-2	1319	3	0	1	4	1	-17
C#CCNC(=O)C1=C[C@H](c2coc3ccccc3c2=O)C[C@H](OCc2ccc(CO)cc2)O1	0	1	-6	1628	2	-3	-1	-5	1.1	-11
Clc1ccc(-c2noc(CCCc3ccccc3)n2)cc1	0	0.6	-2	1484	39	-3	-1	-2	1	-14
CCN(CC)CCN(C(=O)c1ccc(Br)s1)c1nc2cc3c(cc2s1)OCCO3	3	1.1	1	1541	-9	3	6	-3	1	1
O=C(NCc1ccncc1)c1nnc(Cc2c(F)cccc2Cl)o1	3	1	-5	1580	-2	5	0	-1	1	-9
Oc1c(CN2CCCCC2)cc(COCc2ccccc2)c2cccnc12	-7	1.6	-13	1497	-64	-14	-2	-3	1.1	-76
Oc1ccc(Cl)cc1Cc1cc(Cl)ccc1O	-2	1	-4	1574	5	-1	7	-1	1	-10
COc1ccc(CCNC(=O)CN(c2ccccc2OC)S(C)(=O)=O)cc1	8	1	0	1471	3	-6	0	-3	1	-8
N#CC(C#N)=C1C=CC=CN1/C(=C\c1ccco1)C(=O)c1ccccc1	7	1.4	-1	1674	-38	0	9	-3	1	-7
CC(=O)c1ccc(N2CCN(C(=O)Cn3c(=S)[nH]c4ncccc4c3=O)CC2)cc1	-1	0.9	-3	1370	9	-3	-3	-2	1	-7

High-throughput results from PubChem BioAssay.
